High-throughput results: PubChem BioAssay, several laboratories
SMARCA2 act: activators of SMARCA2 function | activation, % at 9.1 µM | hit rate 1% among 370,000 | AID 652017 | MG213 cells, MMTV-luciferase reporter, dexamethasone, overnight; in the data active means activation above about 7.8%;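 further: 0% = vehicle wells and 100% = reference activator wells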
DAX1 inh-1: DAX1 (NR0B1) inhibition, primary screen | HEK293T StAR-luciferase reporter, SF-1/DAX-1 repression relief | inhibition, % at 6.8 µM | hit rate 1.1% among 370,000 | AID 652010;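 active means inhibition above the mean over all tested compounds plus 3 SD, cut at about 3.6% in these data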;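 further: 0% = DAX-1 cells with DMSO and 100% = cells lacking DAX-1 with DMSO; higher inhibition means more luminescence from relief of DAX-1 repression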
hgDAF12 agonist: agonists of H. glycines DAF-12 nuclear receptor; hit rate 1.8% among 370,000; activation, % at 6.8 µM; AID 687014; HEK293 GAL4-hgDAF12 UAS-luciferase reporter, agonist luminescence; normalized to butyrate control;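 active means activation above a cutoff set at the mean of all screened compounds plus 3 SD, cut at about 10% in these data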;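 further: 0% = DMSO wells and 100% = sodium butyrate wells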
NR1D1 modulator: modulators of human Rev-erb alpha DNA binding | P20393 | activity, % at 10 µM | hit rate 0.79% among 370,000 | Rev-erbα–FITC-DNA binding, fluorescence polarization, 90 min | AID 1259318;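 active means activity above about 14%, limit read from the data; passing the limit was not always enough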;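 further: 0% = DMSO wells with 35 nM protein and 100% = DMSO wells with 750 nM protein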
hcDAF-12 act: H. contortus DAF-12 activation, primary screen; HEK293 hcDAF-12 lit1-tk-luc reporter, luminescence; 0% DMSO, 100% Δ7-dafachronic acid; hit rate 1.4% among 370,000; AID 652067; activation, % at 6.8 µM;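 active means activation above the mean of all tested compounds plus 3 SD, cut at about 5.5% in these data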;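 further: 100% = response to 3 µM Δ7-dafachronic acid high control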
GAA850 FXN act: activators of GAA850 frataxin (FXN) promoter; AID 540364; HEK293 lucGAA850 FXN promoter luciferase reporter, 24 h; percent of 10 µM SAHA response; activation, % at 6 µM; hit rate 0.56% among 360,000;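 active means activation above the average of all compounds screened plus 3 SD, cutoff fixed separately per campaign, cut at about 7.5% in these data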;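 further: 0% = DMSO wells and 100% = 10 µM SAHA wells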
PG9 Ab binder: binds the HIV-1 gp120 antibody PG9; inhibition, % at 6.7 µM; hit rate 0.43% among 360,000; TR-FRET gp120-PG9 antibody binding; in the data active means inhibition above about 8.5%
sPLA2-III inh: Inhibits HGIII-sPLA2 liposome hydrolysis, primary screen; QFRET BODIPY PC-A2 liposome hydrolysis, fluorescence; hit rate 0.56% among 370,000; Q9NZ20; inhibition, % at 12.2 µM;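 active means inhibition above mean plus 3 SD of compounds lying within the high and low control bounds, cut at about 19% in these data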;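 further: 0% = median of test compound wells and 100% = no enzyme DMSO wells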
PLC-beta3 inh: inhibitors of human phospholipase C beta3; Q01970; AID 720704; hit rate 0.18% among 370,000; inhibition, % at 12.2 µM; Purified PLC-beta3, fluorogenic substrate, fluorescence; in the data active means inhibition above about 11%;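 further: 0% = median of compound wells on plate and 100% = full blocker control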
Target sequence (Q01970 whole entry, looked up): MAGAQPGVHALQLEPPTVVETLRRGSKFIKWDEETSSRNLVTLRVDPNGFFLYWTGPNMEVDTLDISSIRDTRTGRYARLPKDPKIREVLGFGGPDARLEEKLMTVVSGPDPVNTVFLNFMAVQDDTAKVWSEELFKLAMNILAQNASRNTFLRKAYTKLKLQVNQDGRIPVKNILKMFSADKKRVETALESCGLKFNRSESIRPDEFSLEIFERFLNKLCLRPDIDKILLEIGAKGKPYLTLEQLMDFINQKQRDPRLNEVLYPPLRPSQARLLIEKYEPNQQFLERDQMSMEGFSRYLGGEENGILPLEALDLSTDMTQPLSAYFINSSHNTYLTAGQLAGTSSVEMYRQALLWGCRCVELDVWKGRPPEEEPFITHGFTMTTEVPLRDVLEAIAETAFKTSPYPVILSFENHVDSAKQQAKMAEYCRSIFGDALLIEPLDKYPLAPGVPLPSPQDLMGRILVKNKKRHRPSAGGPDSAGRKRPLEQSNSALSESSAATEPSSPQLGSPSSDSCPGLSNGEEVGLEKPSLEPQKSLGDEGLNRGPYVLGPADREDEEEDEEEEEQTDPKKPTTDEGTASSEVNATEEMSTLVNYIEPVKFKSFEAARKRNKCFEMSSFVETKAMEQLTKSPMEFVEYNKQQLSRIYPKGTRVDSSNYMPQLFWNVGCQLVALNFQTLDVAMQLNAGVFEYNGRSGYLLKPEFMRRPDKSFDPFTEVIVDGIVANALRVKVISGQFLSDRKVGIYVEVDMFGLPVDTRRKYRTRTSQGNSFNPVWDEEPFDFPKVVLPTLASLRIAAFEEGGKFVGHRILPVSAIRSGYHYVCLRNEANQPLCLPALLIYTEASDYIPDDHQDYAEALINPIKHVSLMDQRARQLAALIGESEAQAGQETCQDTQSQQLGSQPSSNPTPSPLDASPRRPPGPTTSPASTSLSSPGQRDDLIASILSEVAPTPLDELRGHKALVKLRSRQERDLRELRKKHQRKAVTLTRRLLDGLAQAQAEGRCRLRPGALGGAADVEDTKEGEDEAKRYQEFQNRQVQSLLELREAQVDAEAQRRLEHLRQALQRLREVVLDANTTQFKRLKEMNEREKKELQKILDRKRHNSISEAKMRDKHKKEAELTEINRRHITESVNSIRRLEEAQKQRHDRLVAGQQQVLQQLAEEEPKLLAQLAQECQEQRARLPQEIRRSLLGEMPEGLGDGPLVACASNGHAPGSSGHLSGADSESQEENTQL
ssDAF-12 act: activators of S. stercoralis DAF-12 nuclear receptor | HEK293 ssDAF-12/GRIP1 lit1-tk-luc reporter, luminescence; % of 3 µM dafachronic acid response | activation, % at 6.8 µM | hit rate 1% among 370,000 | AID 652126;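 active means activation above the mean over all tested compounds plus 3 SD, cut at about 0.9% in these data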;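 further: 0% = DMSO-only wells and 100% = 3 µM delta7-dafachronic acid wells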
DAX1 inh-2: NR0B1 (DAX1) inhibition | P51843 | HEK293 Gal4-DAX1 luciferase reporter, luminescence | inhibition, % at 6.75 µM | hit rate 0.99% among 340,000 | AID 504766;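 active means inhibition above the mean over all tested compounds plus 3 SD, cut at about 4.2% in these data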;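 further: 0% = DAX1-transfected cells with DMSO and 100% = empty-vector control cells with DMSO; inhibition shows as a rise in luminescence from relieved DAX1 repression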
The depositor's hits bear a star; & = joins results of further samples.

What do the screens show for `COc1ccc(CN2C[C@@H](CO)O[C@@H](n3cnc4c(NCc5ccncc5)ncnc43)C2)cc1`?
SMARCA2 act: -2; DAX1 inh-1: 0.7; hgDAF12 agonist: 3.2; NR1D1 modulator: -7; hcDAF-12 act: -0.6; GAA850 FXN act: -0.7; PG9 Ab binder: -1.3; sPLA2-III inh: -7; PLC-beta3 inh: 0; ssDAF-12 act: -0.8

Results for CC(C)CNc1ncnc2c1ncn2[C@H]1CN(Cc2ccc3c(c2)OCO3)C[C@@H](CO)O1 ?
SMARCA2 act: 0; DAX1 inh-1: -0.5; hgDAF12 agonist: 0.0; NR1D1 modulator: -6; hcDAF-12 act: -0.8; GAA850 FXN act: -1.5; PG9 Ab binder: 2.4; sPLA2-III inh: -2; PLC-beta3 inh: 1; ssDAF-12 act: -0.1

How did CCOCCc1nnc(NC(=O)CCc2ccccc2)s1 do in these assays?
SMARCA2 act: -3; DAX1 inh-1: 0.6; hgDAF12 agonist: 0.1; NR1D1 modulator: 6; hcDAF-12 act: -0.1; GAA850 FXN act: -0.5; PG9 Ab binder: -0.6; sPLA2-III inh: 6; PLC-beta3 inh: 4; ssDAF-12 act: -0.7; DAX1 inh-2: 0.4

Results for CCCS(=O)(=O)NC(=O)C1(C)CCCN(C(=O)c2ccc(C#N)cc2)C1 (stereo unspecified) ?
SMARCA2 act: 1; DAX1 inh-1: -0.1; hgDAF12 agonist: 2.4; NR1D1 modulator: 4; hcDAF-12 act: -0.8; GAA850 FXN act: -1.9; PG9 Ab binder: -4.3; sPLA2-III inh: -1; PLC-beta3 inh: 3; ssDAF-12 act: -1.0

Results for COc1ccccc1CNC(=O)COC(=O)C1CCN(c2ccc(C(F)(F)F)cn2)CC1 ?
SMARCA2 act: -2; DAX1 inh-1: 2.1; hgDAF12 agonist: 1.8; NR1D1 modulator: 2; hcDAF-12 act: -0.6; GAA850 FXN act: 0.9; PG9 Ab binder: -2.3; sPLA2-III inh: -22; PLC-beta3 inh: -10; ssDAF-12 act: 0.1; DAX1 inh-2: 0.6

How did COc1ccc(CNC(=S)Nc2cccc(C)c2)cc1 do in these assays?
SMARCA2 act: 2; DAX1 inh-1: 0.1; hgDAF12 agonist: 2.5; NR1D1 modulator: -5; hcDAF-12 act: 1.8; GAA850 FXN act: 1.1; PG9 Ab binder: -0.7; sPLA2-III inh: 0; PLC-beta3 inh: 0; ssDAF-12 act: -0.8; DAX1 inh-2: 0.5

What do the screens show for `CN(C)c1nc(N)nc(-c2cccnc2)n1`?
SMARCA2 act: 1; DAX1 inh-1: 0.1; hgDAF12 agonist: -2.9; NR1D1 modulator: -4; hcDAF-12 act: 0.8; GAA850 FXN act: 1.7; PG9 Ab binder: -1.8; sPLA2-III inh: 5; PLC-beta3 inh: 1; ssDAF-12 act: -1.2; DAX1 inh-2: 2.1

What do the screens show for `COc1ccc(CCNS(=O)(=O)c2cc(/C=C/C(=O)O)ccc2C)cc1OC`?
SMARCA2 act: -6; DAX1 inh-1: 0.3; hgDAF12 agonist: 0.5; NR1D1 modulator: -6; hcDAF-12 act: -0.4; GAA850 FXN act: 3.0; PG9 Ab binder: -2.4; sPLA2-III inh: 12; PLC-beta3 inh: -2; ssDAF-12 act: -0.6; DAX1 inh-2: -0.1

How did O=C(O)c1cc(Br)ccn1 do in these assays?
SMARCA2 act: -2; DAX1 inh-1: -0.6; hgDAF12 agonist: 0.7; NR1D1 modulator: -8; hcDAF-12 act: 0.9; GAA850 FXN act: 0.2; PG9 Ab binder: 0.0; sPLA2-III inh: 8; PLC-beta3 inh: 2; ssDAF-12 act: -1.8; DAX1 inh-2: 0.8

How did c1ccc(-c2ccc(C(c3ccccc3)n3ccnc3)cc2)cc1 (stereo unspecified) do in these assays?
SMARCA2 act: -3; DAX1 inh-1: -0.2; hgDAF12 agonist: 0.1; NR1D1 modulator: -3&-5; hcDAF-12 act: -2.5; GAA850 FXN act: 2.2; PG9 Ab binder: -1.2; sPLA2-III inh: -14; PLC-beta3 inh: -9; ssDAF-12 act: -1.4; DAX1 inh-2: -0.3

How did CCCOc1ccc(S(=O)(=O)n2cc(F)c(=O)[nH]c2=O)cc1 do in these assays?
SMARCA2 act: -2; DAX1 inh-1: -0.5; hgDAF12 agonist: -1.2; NR1D1 modulator: 5; hcDAF-12 act: 0.0; GAA850 FXN act: -1.4; PG9 Ab binder: -1.2; sPLA2-III inh: 8; PLC-beta3 inh: -8; ssDAF-12 act: -1.2; DAX1 inh-2: 1.1

Results for COc1ccccc1NC(=S)N(C(C)C)C(C)c1ccccn1 (stereo unspecified) ?
SMARCA2 act: 0; DAX1 inh-1: -0.7; hgDAF12 agonist: -0.8; NR1D1 modulator: 5; hcDAF-12 act: 0.1; GAA850 FXN act: -1.0; PG9 Ab binder: 0.3; sPLA2-III inh: -3; PLC-beta3 inh: -4; ssDAF-12 act: -1.1; DAX1 inh-2: -0.2

Results for CC(C)CC(=O)Nc1ccc(-c2nc3ccccc3c(=O)[nH]2)cc1 ?
SMARCA2 act: 3; DAX1 inh-1: 5.0*; hgDAF12 agonist: 16*; NR1D1 modulator: 5; hcDAF-12 act: 3.2; GAA850 FXN act: 1.0; PG9 Ab binder: 1.1; sPLA2-III inh: 9; PLC-beta3 inh: -3; ssDAF-12 act: -0.1; DAX1 inh-2: 1.5

How did CC(=O)c1cccc(Nc2ncnc3ccc(Br)cc23)c1 do in these assays?
SMARCA2 act: 0; DAX1 inh-1: -0.4; hgDAF12 agonist: 3.2; NR1D1 modulator: -1; hcDAF-12 act: -0.7; GAA850 FXN act: -4.1; PG9 Ab binder: -0.4; sPLA2-III inh: -2; PLC-beta3 inh: -31; ssDAF-12 act: -2.3; DAX1 inh-2: -1.7

What do the screens show for `O=C(Cc1cccs1)N1CCC(c2nc3c(nnn3Cc3ccccc3Cl)c(=O)[nH]2)CC1`?
SMARCA2 act: 2; DAX1 inh-1: -1.2; hgDAF12 agonist: -2.0; NR1D1 modulator: -3; hcDAF-12 act: -1.8; GAA850 FXN act: -0.6; PG9 Ab binder: -2.4; sPLA2-III inh: -22; PLC-beta3 inh: 17*; ssDAF-12 act: -1.2; DAX1 inh-2: -0.8

Results for CC(=O)NC(Cc1ccccc1F)C(=O)NC1CCN(C(=O)NCc2ccccc2)CC1 (stereo unspecified) ?
SMARCA2 act: -3; DAX1 inh-1: 0.1; hgDAF12 agonist: 0.4; NR1D1 modulator: 0; hcDAF-12 act: -1.6; GAA850 FXN act: -0.2; PG9 Ab binder: -0.4; sPLA2-III inh: 5; PLC-beta3 inh: -4; ssDAF-12 act: -1.1; DAX1 inh-2: -0.1

How did O=C(O)Cc1ccc2oc(-c3ccccn3)nc2c1 do in these assays?
SMARCA2 act: -3; DAX1 inh-1: 0.3; hgDAF12 agonist: 0.9; NR1D1 modulator: -3; hcDAF-12 act: 0.6; GAA850 FXN act: 1.2; PG9 Ab binder: -1.5; sPLA2-III inh: 11; PLC-beta3 inh: -8; ssDAF-12 act: -0.8; DAX1 inh-2: 1.5

How did O=C(CSc1ccc(/C=N/NC(=O)c2cccc(F)c2)o1)Nc1ccccc1 do in these assays?
SMARCA2 act: 1; DAX1 inh-1: 1.3; hgDAF12 agonist: 4.8; NR1D1 modulator: 5; hcDAF-12 act: 1.0; GAA850 FXN act: 1.2; PG9 Ab binder: -2.2; sPLA2-III inh: -4; PLC-beta3 inh: -61; ssDAF-12 act: -0.7; DAX1 inh-2: -0.5

What do the screens show for `COCCNC(=O)C(c1ccc(F)cc1)N(C(=O)CCC(=O)Nc1nccs1)c1cccc(C)c1` (stereo unspecified)?
SMARCA2 act: 0; DAX1 inh-1: -0.1; hgDAF12 agonist: -4.0; NR1D1 modulator: 7; hcDAF-12 act: -1.5; GAA850 FXN act: -2.5; PG9 Ab binder: -1.8; sPLA2-III inh: -8; PLC-beta3 inh: -2; ssDAF-12 act: -1.2; DAX1 inh-2: 0.0

What do the screens show for `CC(=O)Nc1ccccc1Nc1nc(NCCO)nc(N2CCCC2)n1`?
SMARCA2 act: -1; DAX1 inh-1: -0.5; hgDAF12 agonist: -1.0; NR1D1 modulator: 6; hcDAF-12 act: -2.0; GAA850 FXN act: 1.3; PG9 Ab binder: 1.2; sPLA2-III inh: 10; PLC-beta3 inh: 3; ssDAF-12 act: -1.3; DAX1 inh-2: -0.3

How did Cn1c(=O)c2[nH]c(CCCC(=O)O)nc2n(Cc2ccccc2)c1=S do in these assays?
SMARCA2 act: 0; DAX1 inh-1: -0.2; hgDAF12 agonist: -0.4; NR1D1 modulator: -2; hcDAF-12 act: 0.2; GAA850 FXN act: 1.5; PG9 Ab binder: -0.9; sPLA2-III inh: 5; PLC-beta3 inh: 4; ssDAF-12 act: -1.4; DAX1 inh-2: 0.2

What do the screens show for `O=C(NNS(=O)(=O)c1ccccc1)c1csc(-c2cccnc2)n1`?
SMARCA2 act: -4; DAX1 inh-1: -0.4; hgDAF12 agonist: 0.0; NR1D1 modulator: 6; hcDAF-12 act: -0.3; GAA850 FXN act: -2.2; PG9 Ab binder: -0.9; sPLA2-III inh: -12; PLC-beta3 inh: -7; ssDAF-12 act: -1.7; DAX1 inh-2: 2.8

What do the screens show for `COc1ccccc1CN1CCN(C(=O)c2ccco2)CC1`?
SMARCA2 act: -2; DAX1 inh-1: 0.8; hgDAF12 agonist: 2.0; NR1D1 modulator: -4; hcDAF-12 act: -0.5; GAA850 FXN act: 3.8; PG9 Ab binder: -1.8; sPLA2-III inh: 2; PLC-beta3 inh: -1; ssDAF-12 act: -1.4; DAX1 inh-2: 1.0

Results for COc1ccc(OC)c(S(=O)(=O)Nc2cc3c4c(c2)CCN4C(=O)CC3)c1 ?
SMARCA2 act: 0; DAX1 inh-1: 2.8; hgDAF12 agonist: -0.1; NR1D1 modulator: 9; hcDAF-12 act: -0.1; GAA850 FXN act: 1.7; PG9 Ab binder: -8.8; sPLA2-III inh: 0; PLC-beta3 inh: -1; ssDAF-12 act: -0.9; DAX1 inh-2: 1.9

How did Cc1cc(OCC(=O)NCCCN2CCOCC2)c2c(C)c(C)c(=O)oc2c1 do in these assays?
SMARCA2 act: 0; DAX1 inh-1: -1.4; hgDAF12 agonist: 0.0; NR1D1 modulator: -4; hcDAF-12 act: 0.4; GAA850 FXN act: 1.4; PG9 Ab binder: -1.2; sPLA2-III inh: 0; PLC-beta3 inh: -279; ssDAF-12 act: -1.1; DAX1 inh-2: 0.1

Results for Cc1cccc(NC(=O)CN(C)S(=O)(=O)c2ccc(Br)cc2)n1 ?
SMARCA2 act: -2; DAX1 inh-1: -0.7; hgDAF12 agonist: -0.9; NR1D1 modulator: 6; hcDAF-12 act: -2.6; GAA850 FXN act: 0.2; PG9 Ab binder: 1.8; sPLA2-III inh: -1; PLC-beta3 inh: 2; ssDAF-12 act: -1.3; DAX1 inh-2: 0.3
